Bcl-W Bim block = inhibitors of Bim-Bcl-W interaction, human; Q92843; bead-based flow cytometry, Bim peptide-Bcl-W binding; inhibition, % at 10 µM; actives 0.02% (n = 190,000); AID 952;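 also: 0% = bound tracer without compound and 100% = peptide blocker; higher means less fluorescent Bim peptide bound to Bcl-W beads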
Mcl1-Bid inh = Mcl-1/Bid interaction inhibition; TR-FRET Mcl-1/Bid-Dy647 peptide binding, 1536-well; inhibition, % at 21.7 µM; actives 0.97% (n = 220,000);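 active = compounds that cut the binding signal by more than half at the single screening dose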;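 also: His-tagged Mcl-1 with europium anti-His antibody binding Bid BH3 peptide; 0% = Mcl-1 plus peptide wells and 100% = peptide-only wells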
Target sequence (Q07820 whole entry, looked up): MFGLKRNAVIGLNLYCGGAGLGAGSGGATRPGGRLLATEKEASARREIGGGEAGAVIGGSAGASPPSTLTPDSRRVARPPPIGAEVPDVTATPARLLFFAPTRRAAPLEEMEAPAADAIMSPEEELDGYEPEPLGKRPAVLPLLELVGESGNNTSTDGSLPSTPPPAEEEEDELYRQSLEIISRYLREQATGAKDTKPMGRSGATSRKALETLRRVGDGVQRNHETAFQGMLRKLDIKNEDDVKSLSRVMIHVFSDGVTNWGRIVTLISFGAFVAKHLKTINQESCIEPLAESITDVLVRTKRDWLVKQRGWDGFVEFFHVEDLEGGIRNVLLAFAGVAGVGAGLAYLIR
GSH fluor = compound fluoresces at 488/530 nm on GSH beads. GSH beads flow cytometry, compound fluorescence 488/530 nm; hits give high values. fluorescence (KMESF) at 10 µM. actives 0.25% (n = 190,000). AID 1776; in the data active = fluorescence above about 89;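 also: glutathione beads carrying GST-tagged Bcl family fusion proteins plus one bare bead set; values are compound well signal with DMSO vehicle wells as background; inactives centre near 16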
Bim-Bfl-1 = inhibitors of Bim-Bfl-1 interaction, human; Q16548; Bead-based flow cytometry, Bim-Bfl-1 binding inhibition; inhibition, % at 10 µM; actives 0.12% (n = 190,000); AID 1008;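 also: 0% = wells without compound plus tracer and 100% = blocker peptide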
RGS7-Gao reg = human RGS7-Galphao interaction regulation; actives 0.35% (n = 220,000); AID 1439; P09471; binding response (% of control), % at 10 µM; Multiplexed bead flow cytometry, RGS7-Galphao binding; actives lie on both sides; in the data active = binding response below about 49% or above about 150%; inconclusive = no clear call, values can overlap the other calls; inactive = in between;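 also: fluorescent Galphao held in activated GDP-AlF4 state binding bead-coupled RGS7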
Target sequence (P09471 whole entry, looked up): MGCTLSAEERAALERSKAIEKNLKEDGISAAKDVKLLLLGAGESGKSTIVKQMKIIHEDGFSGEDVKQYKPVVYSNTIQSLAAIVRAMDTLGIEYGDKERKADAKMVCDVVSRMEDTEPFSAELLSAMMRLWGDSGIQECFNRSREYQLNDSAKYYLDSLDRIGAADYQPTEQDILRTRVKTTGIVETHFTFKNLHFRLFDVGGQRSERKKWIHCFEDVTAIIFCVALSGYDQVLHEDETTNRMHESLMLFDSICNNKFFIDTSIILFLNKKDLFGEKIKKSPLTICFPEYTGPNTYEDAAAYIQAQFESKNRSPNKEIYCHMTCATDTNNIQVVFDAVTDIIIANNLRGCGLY
Mcl-1 Bim block = inhibitors of Bim-Mcl-1 interaction, human; Q07820; Bead-based flow cytometry, Bim peptide-Mcl-1 binding; inhibition, % at 10 µM; actives 0.1% (n = 190,000);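 also: 0% = no compound tracer wells and 100% = peptide blocker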
Bim-Bcl-B = inhibitors of Bim-Bcl-B interaction, human; bead-based flow cytometry, Bim peptide-Bcl-B binding; actives 0.073% (n = 190,000); AID 951; Q9HD36; inhibition, % at 10 µM;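 also: 0% = tracer peptide without compound and 100% = reference inhibitor peptide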
RGS4-Gao reg = human RGS4-Galphao interaction regulation | actives 0.33% (n = 220,000) | Multiplexed bead flow cytometry, RGS4-Galphao binding; actives lie on both sides | P09471 | AID 1415 | binding response (% of control), % at 10 µM; in the data active = binding response below about 49% or above about 150%; inactive = in between;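 also: fluorescent Galphao activated with aluminum fluoride binding bead-coupled RGS4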
RGS8-Gao reg = regulators of human RGS8-Galphao interaction; P09471; multiplexed bead flow cytometry, RGS8-Galphao binding; actives lie on both sides; response (percent of control binding), % at 10 µM; actives 0.34% (n = 220,000); AID 1423; in the data active = response below about 60% or above about 140%; inactive = in between;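 also: Galphao activated as the GDP aluminium fluoride complex binding bead-coupled RGS8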
Bim-Bcl-XL = inhibitors of Bim-Bcl-XL interaction, human. Q07817. Bim peptide-Bcl-XL binding, bead flow cytometry, fluorescence. inhibition, % at 10 µM. actives 0.04% (n = 190,000). AID 1007
Target sequence (Q07817 whole entry, looked up): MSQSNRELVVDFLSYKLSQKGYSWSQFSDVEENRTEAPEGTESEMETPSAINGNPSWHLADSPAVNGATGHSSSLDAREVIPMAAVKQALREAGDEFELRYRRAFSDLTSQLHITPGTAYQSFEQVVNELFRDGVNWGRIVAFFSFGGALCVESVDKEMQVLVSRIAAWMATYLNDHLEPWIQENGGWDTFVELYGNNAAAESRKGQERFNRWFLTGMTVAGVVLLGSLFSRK
Bcl-2 Bim block = human Bim-Bcl-2 interaction inhibition; P10415; Bead-based flow cytometry, Bim peptide-Bcl-2 binding; inhibition, % at 10 µM; actives 0.06% (n = 190,000); in the data active = inhibition above about 40%; inconclusive = no clear call, values can overlap the other calls;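 also: 0% = no compound wells with probe peptide and 100% = reference peptide inhibitor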
Active calls of the source: *; u = inconclusive; x = no result given. Rule as the data show it, unless noted: active = inhibition above about 40%. No enrichment for hits; overall some 1.8% were active at least once.

SMILES	Bcl-W Bim block	Mcl1-Bid inh	GSH fluor	Bim-Bfl-1	RGS7-Gao reg	Mcl-1 Bim block	Bim-Bcl-B	RGS4-Gao reg	RGS8-Gao reg	Bim-Bcl-XL	Bcl-2 Bim block
CC1CCCCC1NC(=O)COC(=O)COc1ccccc1Cl (configuration not stated)	3.0	-9.0	23	0.0	105.4	3.0	0.0	101.9	101.6	0.0	-2.0
O=C(CC1S/C(=N/N=C/c2cccnc2)NC1=O)Nc1ccccc1 (configuration not stated)	3.0	-20.9	12	-4.0	98.6	-1.0	-1.0	99.2	98.6	-2.0	0.0
COc1ccccc1C(=O)NC(=S)N1CCCc2ccccc21	-1.0	-14.8	16	0.0	93.5	-1.0	-1.0	90.0	99.3	-3.0	-1.0
CCOC(=O)Cn1c(=S)[nH]c2c(oc3ccc(Cl)cc32)c1=O	0.0	-8.1	28	-15.0	104.6	-3.0	-12.0	103.0	101.3	1.0	-11.0
O=C(N/N=C/c1ccc(O)cc1)Nc1cccc2nsnc12	0.0	-3.1	16	0.0	89.7	0.0	3.0	91.5	94.0	1.0	-2.0
Cc1cc(NC2CCCCC2)nc(-c2ccccc2O)n1	0.0	51.6*	36	-15.0	98.5	-3.0	-12.0	101.2	101.0	-4.0	-3.0
CN(C)C(=O)c1cn(-c2ccc(Cl)cc2)c(=O)c2ccccc12	-1.0	-19.0	17	-8.0	u	0.0	-2.0	100.5	100.4	5.0	-5.0
Cc1ccc(Nc2nnc(SCC(=O)NC3CCCc4ccccc43)s2)cc1 (configuration not stated)	-4.0	-13.6	11	-2.0	99.4	-3.0	-4.0	99.0	99.8	0.0	-6.0
Cc1ccc(C(=O)NC(=S)Nc2ccccc2C(F)(F)F)cc1C	-1.0	-4.1	33	-12.0	102.8	-4.0	-12.0	100.5	102.5	-6.0	-12.0
COc1ccc(C2=NN(C(=O)CSc3nnc(C)n3C)C(c3ccco3)C2)cc1 (configuration not stated)	0.0	-17.7	9	-3.0	u	3.0	-14.0	97.3	94.7	-1.0	-1.0
CCn1c(SCc2nc(N)nc(N3CCCCC3)n2)nc2c1c(=O)n(C)c(=O)n2C	-2.0	-10.2	7	-3.0	101.5	-4.0	-2.0	97.8	103.4	-6.0	0.0
Cc1ccccc1NC(=O)CSc1ccc(-c2ccco2)nn1	-6.0	-12.1	19	-15.0	96.3	-3.0	-10.0	96.9	97.2	-9.0	-8.0
CS(=O)(=O)N1CCN(c2ccc(NC(=O)c3ccc([N+](=O)[O-])o3)cc2)CC1	-1.0	-66.5	15	-7.0	105.2	1.0	-5.0	101.8	99.0	-2.0	-4.0
O=C(COc1ccccc1-c1ccccc1)NN=C1CCCC1	-4.0	-0.2	21	-5.0	100.1	0.0	-10.0	98.6	101.8	-1.0	-4.0
CCn1nnc(NC(=O)c2sc3ccccc3c2Cl)n1	0.0	4.5	17	1.0	101.0	1.0	0.0	101.7	115.0	0.0	2.0
O=C(NCc1ccc(N2CCCC2=O)cc1)NC1CCCCC1	5.0	-10.6	8	-12.0	99.1	1.0	-5.0	98.1	102.4	-3.0	-4.0
Cc1ccccc1CSCCNC(=O)Nc1ccccc1	0.0	-25.7	10	-2.0	88.8	0.0	-1.0	94.8	97.1	-4.0	0.0
COc1ccc(Cl)cc1NC(=O)c1[nH]nc(OC)c1[N+](=O)[O-]	0.0	2.5	13	-6.0	103.3	-1.0	-1.0	102.7	99.6	0.0	-4.0
COc1ccccc1NC(=O)c1c(Br)cnn1C	-4.0	-21.7	15	-6.0	u	-2.0	-4.0	104.5	100.3	-1.0	-1.0
OCCC1CN(Cc2cccn2-c2cccnc2)CCN1CCc1ccccc1 (configuration not stated)	-4.0	-52.8	13	-7.0	104.1	-1.0	-6.0	102.4	104.5	-3.0	-2.0
CCn1c(CNC(=O)C23CC4CC(CC(C4)C2)C3)nnc1SCC(=O)Nc1nnc(C)s1	-2.0	-7.8	21	-9.0	98.7	-1.0	-7.0	100.6	99.2	-3.0	-7.0
CCOC(=O)C1=C(O)C(=O)N(c2ccc(S(N)(=O)=O)cc2)C1c1ccc(OC)cc1 (configuration not stated)	2.0	-31.8	28	7.0	102.1	1.0	0.0	102.7	101.0	1.0	3.0
Cc1ccc(Cl)cc1NC(=O)CSC(N)=O	1.0	-11.1	55	-8.0	94.6	0.0	-8.0	89.9	95.6	-7.0	-8.0
O=[N+]([O-])c1cccc2c(N3CCOCC3)ccnc12	-2.0	-25.1	9	-1.0	103.5	0.0	0.0	104.5	102.3	-5.0	1.0
Cc1ccc(-n2nnnc2SCC(N)=O)c(C)c1	-1.0	1.1	20	-1.0	98.5	0.0	-1.0	98.0	100.2	-1.0	-2.0
CC1=C(C(=O)OC2CCCCC2)C(c2cccnc2)n2ncnc2N1 (configuration not stated)	-4.0	-3.4	21	-3.0	92.8	-4.0	-5.0	96.0	101.0	-2.0	0.0
Clc1ccc(OCCCN2CCCCC2)c(Br)c1	-1.0	38.1	4	0.0	98.1	-5.0	-5.0	97.6	100.6	-8.0	0.0
Cc1ccc(C(=O)Nc2sc3c(c2C#N)CCCCC3)cc1C	-4.0	-11.4	18	-3.0	99.7	-1.0	-9.0	100.2	100.7	-8.0	-9.0
COc1ccc(C/C(C)=N/Nc2nc(C)cc(=O)[nH]2)cc1	-2.0	0.7	68	0.0	95.3	0.0	-1.0	97.0	99.9	-3.0	-1.0
O=C(N/N=C/c1ccncc1)c1nc(-c2ccccc2)n2c1CCCCC2	0.0	-14.2	16	-1.0	97.7	0.0	-3.0	97.5	94.4	-4.0	-4.0
Cn1c(CNc2ccc(Cl)cc2)nnc1SCC#N	-1.0	-70.6	12	2.0	103.5	0.0	4.0	101.9	93.0	-2.0	-2.0
Cc1cc(=O)oc(C)c1C(=O)Nc1ccc2nsnc2c1	4.0	x	32	-1.0	106.0	4.0	0.0	107.3	101.5	5.0	4.0
Cc1c(NS(=O)(=O)c2ccc(NCCN3CCOCC3)c([N+](=O)[O-])c2)c(=O)n(-c2ccccc2)n1C	1.0	-28.2	13	-2.0	u	2.0	0.0	99.8	101.0	0.0	0.0
Nc1nc(NCC2CCCO2)nc(Nc2ccccc2)c1[N+](=O)[O-] (configuration not stated)	-3.0	-14.3	8	-2.0	91.0	-3.0	-6.0	89.9	78.7	-5.0	-5.0
CCOC(=O)CC(NC(=O)c1ccco1)c1ccccc1Cl (configuration not stated)	0.0	-1.2	12	3.0	108.5	0.0	0.0	101.1	106.0	-1.0	0.0
O=C1Nc2ccccc2N(O)N1c1ccc(S(=O)(=O)N2CCOCC2)cc1	1.0	-9.5	7	0.0	97.2	0.0	-2.0	89.9	82.1	0.0	3.0
Cc1ccc(NC(=O)CSc2nc(N)c3cc4c(nc3n2)CCCC4)cc1	-4.0	-8.5	9	-6.0	101.4	-6.0	-8.0	97.9	100.4	-8.0	-7.0
Cc1ccc2c(CSc3nnc(N)s3)cc(=O)oc2c1	-6.0	-24.4	30	-3.0	71.7	-3.0	-3.0	66.8	91.3	-8.0	0.0
c1ccc(CC2CCN(c3ncnc4sccc34)CC2)cc1	-2.0	4.8	19	-1.0	95.7	-7.0	0.0	94.5	100.8	0.0	1.0
Cc1nnc(N/N=C/c2c(Cl)cccc2Cl)n1N	0.0	-26.9	13	0.0	100.9	0.0	-5.0	102.2	99.7	0.0	-6.0
CSc1nc2ccc(NC(=O)c3ccc(=O)n(C)n3)cc2s1	1.0	-24.4	13	-4.0	97.2	2.0	-1.0	102.5	102.6	1.0	0.0
O=C(Cc1cccs1)N1CCN(c2cccc(Cl)c2)CC1	0.0	-20.9	14	-6.0	101.7	-2.0	-4.0	100.8	102.2	0.0	-5.0
O=C(Cn1ncc(N2CCOCC2)c(Br)c1=O)c1ccc(Cl)cc1	-3.0	-10.8	12	-7.0	102.8	-3.0	-6.0	101.0	102.2	-2.0	-3.0
COC(=O)C1=C(N)Oc2cc(C)[nH]c(=O)c2C1c1ccncc1 (configuration not stated)	0.0	-113.3	9	0.0	97.6	-1.0	-1.0	98.7	98.5	0.0	-1.0
CCOC(=O)c1cc2c(ccn2C)n1CC(=O)N1CCC(C)CC1	-2.0	-46.3	12	0.0	96.9	0.0	-4.0	99.6	100.4	-4.0	0.0
Cc1ccc(C(=O)N2CCN(S(=O)(=O)c3ccccc3)CC2)cc1	2.0	-22.2	17	7.0	102.4	-2.0	-1.0	99.4	98.2	0.0	2.0
c1ccc(CSc2n[nH]c(-c3ccco3)n2)cc1	1.0	-12.3	58	-3.0	99.1	3.0	-2.0	101.0	99.8	0.0	0.0
COc1ccc(-c2cc(C(=O)NCC3CCCO3)c3cc(C)ccc3n2)cc1 (configuration not stated)	-2.0	-17.4	11	-2.0	105.5	3.0	-4.0	98.4	99.9	0.0	-1.0
Cc1cccc(N2C(=O)C3C4CC(C(Br)C4Br)C3C2=O)n1 (configuration not stated)	-2.0	-17.5	32	-15.0	99.3	-3.0	-9.0	104.1	104.1	-7.0	-4.0
CCOc1ccc(C(=O)Nc2c(C(N)=O)oc3ccccc23)cc1	-1.0	3.8	25	12.0	99.0	2.0	5.0	96.5	96.8	1.0	5.0

More entries follow:
SMILES	Bcl-W Bim block	Mcl1-Bid inh	GSH fluor	Bim-Bfl-1	RGS7-Gao reg	Mcl-1 Bim block	Bim-Bcl-B	RGS4-Gao reg	RGS8-Gao reg	Bim-Bcl-XL	Bcl-2 Bim block
Cc1onc(-c2ccccc2Cl)c1C(=O)N1CCN(c2ccccc2)CC1	-2.0	-24.9	26	-1.0	102.3	-1.0	-3.0	100.2	101.7	-2.0	-2.0
O=c1c2ccccc2nc(-c2ccco2)n1/N=C/c1ccccc1O	-3.0	-6.6	14	0.0	99.2	-1.0	-1.0	98.2	106.5	-2.0	1.0
CCCN(CCC)S(=O)(=O)c1ccc(NS(C)(=O)=O)cc1	0.0	-3.5	48	-4.0	91.8	0.0	-2.0	95.1	98.3	-4.0	-3.0
O=S(=O)(NCc1ccc(Cl)cc1)c1ccc(Cl)nc1	2.0	-1.1	12	-8.0	95.2	0.0	-4.0	96.8	97.6	-1.0	-1.0
CC(=O)N1CCc2ccccc2C1CC(=O)O (configuration not stated)	0.0	-10.6	13	-4.0	97.1	0.0	-4.0	98.0	99.4	0.0	0.0
CCOc1cc(C(=O)NC(C)Cc2cccs2)cc(OCC)c1OCC (configuration not stated)	1.0	-21.6	16	-7.0	u	-4.0	-5.0	101.3	100.2	0.0	-9.0
CCCc1cc(C(=O)OC)c(NC(=O)c2cc(C)on2)s1	-2.0	-9.8	22	-5.0	98.6	-2.0	0.0	99.0	99.2	4.0	3.0

Of the compounds above, 2 contain a cyano group.
SMILES	Bcl-W Bim block	Mcl1-Bid inh	GSH fluor	Bim-Bfl-1	RGS7-Gao reg	Mcl-1 Bim block	Bim-Bcl-B	RGS4-Gao reg	RGS8-Gao reg	Bim-Bcl-XL	Bcl-2 Bim block
Cc1ccc(C(=O)Nc2sc3c(c2C#N)CCCCC3)cc1C	-4.0	-11.4	18	-3.0	99.7	-1.0	-9.0	100.2	100.7	-8.0	-9.0
Cn1c(CNc2ccc(Cl)cc2)nnc1SCC#N	-1.0	-70.6	12	2.0	103.5	0.0	4.0	101.9	93.0	-2.0	-2.0
